Vif-A3G inh = Vif-A3G binding inhibition. HeLa A3G-eYFP + Vif (tagged APOBEC3G with the HIV-1 protein that degrades it), YFP fluorescence, overnight. Potency, µM (series often up to 46.1 µM), without a hit: at the top dose activity, negative = active, actives largely listed as inhibitors. 0.076% of 410,000 active. Q9HC16. AID 602310;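 also: potency is read from the fitted curve at half-maximal effect; % is scaled to controls: 0 for no effect and ±100 for the full control effect; nearly all actives have a fitted effect of over 60% in size; hits raise eYFP signal because A3G escapes Vif-driven loss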
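HeLa cells stably expressing Vif and C-terminally eYFP-tagged A3G, seeded overnight at 37 deg C, then exposed to compound by pintool overnight at 37 deg C. Rise in yellow fluorescence (Ex 488/Em 500-530, Acumen) marks blocked Vif-driven A3G degradation.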
RXFP1 antagonist = blocks the human relaxin receptor RXFP1 | activity change, negative = inhibition, % at 57.5 µM | AID 1259400 | HEK293-RXFP1, relaxin-stimulated cAMP HTRF, 30 min; active compounds read low | 0.59% of 350,000 active | Q9HBX9;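 active = activity change of -60% or lower, but not beyond a set lower limit; inconclusive = change between -60% and -40%, or beyond the set limit; inactive = change above -40%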; also: % is scaled to controls: 0 for no effect and ±100 for the full control effect
Vif-A3F inh = inhibitors of Vif-A3F interaction; AID 602313; Potency, µM (highest dose often 46.1 µM), without a hit: at the highest dose activity, negative = active; HeLa A3F-eYFP + Vif (tagged APOBEC3F with the HIV-1 protein that degrades it), YFP fluorescence increase; 0.2% of 390,000 active; also: potency is read from the fitted curve at half-maximal effect; % of control where 0% means no effect; nearly all actives have a fitted effect of over 65% in size
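Fluorescence increase (Ex 488/Em 500-530) after overnight compound treatment at 37 deg C flags inhibition of Vif-driven A3F-eYFP loss in stable HeLa A3F-eYFP/Vif cells seeded overnight beforehand.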
D1 antagonist = blocks dopamine activation of the human D1 receptor. P21728. HEK293 TREx D1 cells, calcium flux, dopamine EC80; active compounds read low. activity change, negative = inhibition, % at 10 µM. 3.2% of 360,000 active. AID 504652; in the data active = activity change below about -30%; also: % is scaled to controls: 0 for no effect and ±100 for the full control effect
Target sequence (P21728 whole entry, looked up): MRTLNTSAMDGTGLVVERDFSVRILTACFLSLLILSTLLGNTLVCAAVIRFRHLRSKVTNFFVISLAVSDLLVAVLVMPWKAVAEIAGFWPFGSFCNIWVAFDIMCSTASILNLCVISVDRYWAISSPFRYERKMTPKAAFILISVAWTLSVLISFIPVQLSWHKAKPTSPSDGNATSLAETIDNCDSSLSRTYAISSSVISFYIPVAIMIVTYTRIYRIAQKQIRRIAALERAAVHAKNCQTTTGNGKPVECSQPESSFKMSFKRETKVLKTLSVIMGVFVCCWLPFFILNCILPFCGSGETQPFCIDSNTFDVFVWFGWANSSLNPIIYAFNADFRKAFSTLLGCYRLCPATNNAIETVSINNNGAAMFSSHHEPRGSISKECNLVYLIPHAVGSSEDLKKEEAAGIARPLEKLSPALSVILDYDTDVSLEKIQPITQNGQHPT
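Calcium flux readout: force-coupled, inducible Hek293 Trex D1 line, cells induced overnight at 30 C with tetracycline, dye-loaded 30–90 min at RT. Antagonism scored against EC80 dopamine challenge given 180 s after compound.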
Glioma ERSR ind = inducers of ER stress response in human glioma cells | U87-MG GRP78 promoter luciferase reporter, 16 h | Potency, µM, for the others: at the highest dose activation, actives largely listed as activators | 0.02% of 420,000 active | AID 602332; also: potency is read from the fitted curve at half-maximal effect; series mostly up to about 76 µM; % of control where 0% means no effect; nearly all actives have a fitted effect of over 35% in size
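ERSR induction read as luciferase luminescence (Bright-Glo, 10 min at room temperature) in stably transfected human U87-MG glioma cells exposed to compounds for 16 h, using GRP78 as sensor.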
D2 potentiator = D2 dopamine receptor (human) potentiation | 0.34% of 340,000 active | HEK293 T-REx D2, calcium flux, EC20 dopamine potentiation | potentiation, % at 10 µM | P14416 | AID 485347;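 active = potentiation over 3 SD above the plate norm, cut at about 30% in these data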; also: 0% is about no effect
Target sequence (P14416 whole entry, looked up): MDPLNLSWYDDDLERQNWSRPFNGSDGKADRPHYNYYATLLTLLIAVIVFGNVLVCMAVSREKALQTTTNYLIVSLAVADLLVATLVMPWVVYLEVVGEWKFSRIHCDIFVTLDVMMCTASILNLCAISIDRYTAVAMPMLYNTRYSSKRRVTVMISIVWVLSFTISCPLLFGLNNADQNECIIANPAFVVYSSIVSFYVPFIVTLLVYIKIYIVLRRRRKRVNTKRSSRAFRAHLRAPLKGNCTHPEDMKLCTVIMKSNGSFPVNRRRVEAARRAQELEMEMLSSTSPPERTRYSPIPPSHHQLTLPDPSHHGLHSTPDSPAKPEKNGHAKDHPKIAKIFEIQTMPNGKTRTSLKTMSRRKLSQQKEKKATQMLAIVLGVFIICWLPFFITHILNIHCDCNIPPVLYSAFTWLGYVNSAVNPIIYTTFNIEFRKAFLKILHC
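Calcium flux readout, no-wash dye, 1 read/s. Inducible HEK293 Trex D2 line, overnight 30 C. Compound alone 180 s (agonist flags), then EC20 dopamine, another 180 s to score potentiation.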
D1 ag = activates the human D1 dopamine receptor. HEK293 T-REx D1 cells, calcium flux, agonist mode. 1% of 360,000 active. AID 504660. activation, % at 2 µM; in the data active = activation above about 30%; also: 0% is about no effect
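Tetracycline-induced HEK293 TREx D1 cells, force-coupled to calcium signalling, were dye-loaded with a no-wash calcium kit. Compound was pin-added after a 10 s baseline. Fluorescence was read kinetically at 1 cycle/s for 180 s, with calcium rises flagged as agonism.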
D1 PAM = potentiators of human D1 dopamine receptor; P21728; HEK293 TREx D1 cells, calcium flux, dopamine EC20 potentiation; potentiation, % at 10 µM; 0.036% of 360,000 active; in the data active = potentiation above about 30%; also: 0% is about no effect
RXFP1 agonist = RXFP1 (human) receptor agonism; Q9HBX9; HEK293T-RXFP1 cAMP TR-FRET, 30 min; response scale: percent of porcine relaxin response, buffer zero; Potency, µM (titrated, usually from 57.5 µM), for inactives: at the highest dose activation, actives largely listed as activators; 0.3% of 370,000 active; AID 2676; also: potency is read from the fitted curve at half-maximal effect; % is scaled to controls: 0 for no effect and ±100 for the full control effect; nearly all actives have a fitted effect of over 60% in size; many of its hits are not listed in these tables
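cAMP rise read by TR-FRET after 30 min, 37C compound exposure (up to 58 uM) in RXFP1-transfected HEK293 cells with Ro 20174 present. EC50 from Hill-equation fits, with 29 nM porcine relaxin as 100% and buffer as basal.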
Active calls of the source: *; ? = inconclusive; . = not tested or not shown; & = joins results of further samples; ! = repeats disagree. Unless noted, calls follow the shape of the dose curve; as a rule, active = well fitted curve in the direction sought with a large enough effect; inconclusive = small, poorly fitted or top-dose-only effect, or another doubt; inactive = no such curve, though single readings can be large; an effect the other way counts as inactive or inconclusive. An excerpt; the hit share may differ from the screen's.

SMILES	Vif-A3G inh	RXFP1 antagonist	Vif-A3F inh	D1 antagonist	Glioma ERSR ind	D2 potentiator	D1 ag	D1 PAM	RXFP1 agonist
Cc1cc(SCC(=O)N2c3ccccc3NC(=O)CC2C)nc2ccccc12 (stereo not drawn)	-13%	2	-9%	.	-4%	.	.	.	.
O=C(O)c1ccc(Cn2cc(C(F)(F)F)ccc2=O)cc1	0%	9	3%	4	1%	4	1	2	2.3%
COc1ccc(C2CC(c3ccc(C)cc3)Nc3nc(N)nn32)cc1 (stereo not drawn)	-5%	-8	-7%	2	-2%	8	1	-9	-0.3%
CCOc1ccc(-n2c(SCC(=O)Nc3cc(OC)c([N+](=O)[O-])cc3C)nc3ccccc32)cc1	-4%	-8	1%	-4	-2%	24	0	5	-0.5%
c1ccc(Cn2nnc3c(N4CCc5ccccc54)ncnc32)cc1	2%	8	-7%	-4	-3%	36*	2	2	-1.4%
COc1ccc(NC(=O)c2cc3c(COC(C)=O)cnc(C)c3oc2=Nc2cccc(C(=O)O)c2)c(OC)c1	1%	-2	-1%	-1	-3%	-2	3	0	2.4%
Cc1cccc(C)c1OCC(=O)Nc1ncn[nH]1	-4%&-2%	-17&-1	-4%&3%	17&7	-4%&-1%	7&-8	1&1	-1&-3	0.0%&6.3%
CCCC(=O)Oc1ccccc1C1SCc2cc(C)c(C)cc2CS1	1%	-17	-17%	4	-3%	-1	8	-4	3.4%
CCOC(=O)CN1C(=O)C(O)=C(C(C)=O)C1c1ccccc1 (stereo not drawn)	0%	5	7%	-16	2%	6	4	1	2.0%
COc1ccc(NC(=O)CSCC(=O)NCCc2ccccn2)cc1	-1%	-15	-6%	13	-1%	-4	5	3	-0.6%
O=C(Nc1ccccc1C(F)(F)F)c1cc(-c2cccc(O)c2)on1	3%	4	-11%	-2	6%	-10	1	1	1.6%
COc1ccc2c(C)cc(N3CCN(c4ccc(F)cc4)CC3)nc2c1	-7%	-8	-3%	.	-3%	-12	0	-4	1.0%
COc1cccc(NC(=O)Nc2ccccc2C(N)=O)c1	-3%	-4	-7%	-10	3%	-5	1	2	1.1%
COc1ccc(OCCn2nnc(-c3ccc(Cl)cc3)n2)cc1	0%	-13	-4%	2	-5%	-2	1	-5	-0.8%
O=C(COC(=O)c1cccs1)NCc1cccs1	1%	1	-13%	12	0%	8	-3	-3	1.6%
CC(=O)Nc1ccc(C(=O)NNC(=O)CCc2ccccc2)cc1	-5%	-6	-6%	-24	-4%	4	1	-1	-1.7%
CC(C(=O)NCCSCc1cccc(Cl)c1)N(c1ccccc1)S(C)(=O)=O (stereo not drawn)	2%&1%	-5	0%&0%	-32*!	-7%&-2%	5&12	16&21	-7&7	6.3%&-0.2%
CCC(C)NC(=O)CSc1nnc(-c2ccc(C)cc2)c(-c2ccc(C)cc2)n1 (stereo not drawn)	2%	-1	-3%	-26	-2%	-6	0	-1	-4.6%
CC1CN(C(=O)COC(=O)c2cccc(NS(=O)(=O)c3ccccc3)c2)CC(C)O1 (stereo not drawn)	-4%	2	-12%	2	2%	11	4	-4	-1.2%
O=c1oc2ccccc2cc1-c1nc(-c2cccs2)no1	-4%	-2	-8%	-2	9%	8	0	0	15%

Brought forward from above: three entries, followed by the next part.
SMILES	Vif-A3G inh	RXFP1 antagonist	Vif-A3F inh	D1 antagonist	Glioma ERSR ind	D2 potentiator	D1 ag	D1 PAM	RXFP1 agonist
CCC(C)NC(=O)CSc1nnc(-c2ccc(C)cc2)c(-c2ccc(C)cc2)n1 (stereo not drawn)	2%	-1	-3%	-26	-2%	-6	0	-1	-4.6%
CC1CN(C(=O)COC(=O)c2cccc(NS(=O)(=O)c3ccccc3)c2)CC(C)O1 (stereo not drawn)	-4%	2	-12%	2	2%	11	4	-4	-1.2%
O=c1oc2ccccc2cc1-c1nc(-c2cccs2)no1	-4%	-2	-8%	-2	9%	8	0	0	15%
c1cc(CNc2ccc(N3CCOCC3)cc2)ccn1	-1%	1	-3%	6	-6%	-5	2	1	-2.5%
Cn1ccsc1=NC(=O)c1ccc(Cl)cc1	0%	0	1%	-5	1%	1	1	-1	0.8%
c1ccc(CSC2=NNC(c3ccccn3)S2)cc1 (stereo not drawn)	-7%	-14	?	5	-4%	13	2	-1	3.0%
CC(=O)c1c(C)[nH]c(C(=O)OCC(=O)C(C)(C)C)c1C	0%	22	-1%	26	-2%	7	3	-5	3.1%
O=C(CC1C(=O)CCCC1=O)c1ccccc1	?	0	-10%	-3	-2%	-1	7	2	0.0%
CC(C)CCCN1CCN=C1N(C)C	-6%	.	-1%	-9	-6%	8	2	2	-2.4%
CCOC(=O)c1c(C)[nH]c(C)c1S(=O)(=O)NCC1CCN(Cc2ccccc2OC)CC1	0%	-23	-9%	2	-2%	-24	1	-3	-0.1%
O=C(CC1N=C2c3ccccc3N=C(SCC(=O)Nc3ccc(F)cc3)N2C1=O)NCc1cccs1 (stereo not drawn)	2%	-5	1%	14	-2%	-13	1	-2	-0.7%
COc1ccc(CN2CCCC(N3CCN(c4cccc(Cl)c4)CC3)C2)cc1OC (stereo not drawn)	4%	1	6%	4	-2%	-17	7	-9	0.0%
COc1ccc2sc(NC(=O)NC(=O)c3c(Cl)cccc3Cl)nc2c1	-6%	-2	-9%	1	1%	0	4	-2	0.6%

Two consecutive entries from above, for reference:
SMILES	Vif-A3G inh	RXFP1 antagonist	Vif-A3F inh	D1 antagonist	Glioma ERSR ind	D2 potentiator	D1 ag	D1 PAM	RXFP1 agonist
COc1ccc(CN2CCCC(N3CCN(c4cccc(Cl)c4)CC3)C2)cc1OC (stereo not drawn)	4%	1	6%	4	-2%	-17	7	-9	0.0%
COc1ccc2sc(NC(=O)NC(=O)c3c(Cl)cccc3Cl)nc2c1	-6%	-2	-9%	1	1%	0	4	-2	0.6%

Filtered by structure: the entries above containing an NH in an aromatic ring
SMILES	Vif-A3G inh	RXFP1 antagonist	Vif-A3F inh	D1 antagonist	Glioma ERSR ind	D2 potentiator	D1 ag	D1 PAM	RXFP1 agonist
Cc1cccc(C)c1OCC(=O)Nc1ncn[nH]1	-4%&-2%	-17&-1	-4%&3%	17&7	-4%&-1%	7&-8	1&1	-1&-3	0.0%&6.3%
CC(=O)c1c(C)[nH]c(C(=O)OCC(=O)C(C)(C)C)c1C	0%	22	-1%	26	-2%	7	3	-5	3.1%
CCOC(=O)c1c(C)[nH]c(C)c1S(=O)(=O)NCC1CCN(Cc2ccccc2OC)CC1	0%	-23	-9%	2	-2%	-24	1	-3	-0.1%

Additional results.
SMILES	Vif-A3G inh	RXFP1 antagonist	Vif-A3F inh	D1 antagonist	Glioma ERSR ind	D2 potentiator	D1 ag	D1 PAM	RXFP1 agonist
CCOC(=O)C1=C(C)NC(C)=C(C(=O)OCC)C1C(=O)OCC(=O)NC(C)c1ccccc1 (stereo not drawn)	0%	6	-18%	13	-3%	.	2	-6	-0.2%
Cc1ccc([N+](=O)[O-])cc1N/C=C1\CCCCC1=O	0%	-25	?	13	12%	11	37*	-4	-6.2%
COC(=O)c1ccc(NC(=O)CC2C(=O)N(c3cccc(C)c3)C(=O)N2Cc2ccco2)cc1 (stereo not drawn)	-11%	-7	4%	-12	-4%	-6	2	-2	2.1%
CSc1ccc(Cl)c(C(=O)NNC(=O)c2csc(N3CCOCC3)n2)c1	-2%	-11	2%	-9	-7%	-11	1	-1	1.8%
COc1ccc(NC(=O)O/N=C/c2ccccc2Cl)cc1	1%	1	12%	12	5%	-6	1	2	2.7%
CC(OC(=O)Cc1n[nH]c(=O)c2ccccc12)C(=O)Nc1ccc(F)cc1 (stereo not drawn)	0%	-4	9%	0	-2%	15	0	0	0.7%
O=C(NCCc1ccccc1)c1ccc2c(c1)N(Cc1ccc(F)cc1Cl)C(=O)CS2	-7%	.	-14%	-18	-2%	.	6	1	-0.6%
CCSc1nnc2ccc(-c3ccco3)nn12	-1%	1	2%	-9	1%	37*	0	-4	25%
C/C(CC(=O)NC1CCCC1)=N\NC(=O)Cc1csc(N)n1	1%	37	1%	-12	-1%	.	0	-6	2.0%
CCOC(=O)N1CCN(c2c(N3CCN(c4cccc(C(F)(F)F)c4)CC3)c(=O)c2=O)CC1	4%	4	0%	-10	1%	0	2	-4	0.2%
CCC(CC)NC(=O)CSc1ccc(S(=O)(=O)N2CCCCC2)cn1	-2%	4	?	0	-5%	3	0	2	-1.6%
COc1ccc(N2CCN(C(=O)C3CCCN(S(=O)(=O)c4ccc(F)cc4)C3)CC2)cc1 (stereo not drawn)	6%	-18	5%	-27	-5%	-9	7	1	-0.2%
CC(/C=C/c1ccccc1F)=N\NC(=O)C(C)C	-9%	-7	-7%	18	4%	-5	0	0	0.0%
CC(=O)Nc1c(Br)cc2c(c1Br)Cc1cc(Br)ccc1-2	-3%	-29	-28%	.	-4%	.	.	.	.
COCCCn1c(=N)c(S(=O)(=O)c2ccccc2)cc2c(=O)n3cccc(C)c3nc21	-2%	.	0%	5	2%	1	1	2	2.7%
CCOC(=O)C1=C(COC(=O)c2cccnc2Cl)NC(=O)NC1C (stereo not drawn)	1%	4	6%	7	-3%	-1	1	5	-0.3%
Cc1cc(C)cc(-n2ccn(Cc3ccccc3C)c(=O)c2=O)c1	-3%	3	2%	2	-3%	9	10	-4	-1.0%
Cc1noc(C)c1CSc1nnc(-c2ccncc2)n1-c1cccc(Cl)c1C	0%	-13	-2%	-6	-5%	2	7	-1	-0.8%
O=C(Nn1cnc2ccccc2c1=O)c1ccc(F)cc1Cl	1%	9	-9%	.	-1%	.	.	.	-0.1%
CCOCCCn1c(SCC(=O)NCCCOC)nc2c(sc3ccccc32)c1=O	-3%	0	-2%	18	0%	6	1	-2	3.4%
COc1ccccc1NC(=O)C1=C(C)Nc2nc(SCc3cc(C)ccc3C)nn2C1c1ccccc1 (stereo not drawn)	-5%	-6	-20%	27	1%	1	2	0	-0.3%
Cn1c(=O)c2nc(-c3ccccc3)oc2c2ccccc21	-14%	-11	4%	-12	-3%	-9	-1	-2	-2.9%
Cc1cc(C)c(NC(=O)COC(=O)Cc2cccs2)c(C)c1	1%	-109*	-14%	-13	0%	17	0	-1	0.0%

Screening data (PubChem BioAssay)
